# Compound activity deposited in PubChem by National Center for Advancing Translational Sciences (NCATS).
# Tau fibril FP – inhibitors of human tau fibril formation. P10636. K18 P301L tau heparin fibrillization, Alexa594 FP, 6 h. Potency, µM (doses to about 57.7 µM), without a hit: top-dose activity, negative = inhibition, most hits filed as inhibitors. hit rate 0.39% among 280,000; also: nearly all actives have a fitted effect of over 55% in size
# Target sequence (P10636 561-689 P618L limits assumed): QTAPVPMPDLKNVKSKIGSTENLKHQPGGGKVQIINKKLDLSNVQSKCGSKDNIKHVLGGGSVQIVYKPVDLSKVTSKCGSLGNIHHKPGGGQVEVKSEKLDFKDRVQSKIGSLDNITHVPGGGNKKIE
#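 Compound effects on tau fibrillization are measured by Alexa 594 fluorescence polarization (ex 555, em 632 nm). K18 P301L tau is used at 15 uM with 0.24 uM labeled tracer, and 20 uM heparin induces aggregation over 6 hr at 37 C.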
# Tau fibril ThT – inhibitors of human tau fibril formation, thioflavin T binding; P10636; recombinant tau K18 P301L (four-repeat tau fragment), heparin-induced fibrillization, ThT fluorescence; Potency, µM (highest dose often 57.4 µM), for inactives: at the highest dose activity, negative = inhibition, usual class: inhibitors; hit rate 2.1% among 270,000; AID 1460; also: nearly all actives have a fitted effect of over 55% in size
#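 In this qHTS, human K18 P301L tau is incubated with compound and heparin for 6 hr at 37 C, and Thioflavin T fluorescence then reports fibril load.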
# TR SRC2 fluor cs – counter-screen for TRb-SRC2 inhibitors: fluorescence interference. TRb/SRC2 Texas Red total fluorescence interference. Potency, µM (doses to about 106 µM), inactives show at the highest dose fluorescence change, negative = quenching. hit rate 0.29% among 280,000. AID 1479; active = well fitted curve in either direction with a large enough effect; inconclusive = small, poorly fitted or top-dose-only effect
#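 Human TRb ligand-binding domain at 0.6 uM with 20 nM Texas Red SRC2 peptide in Tris buffer containing 1 uM T3 and 5% DMSO, incubated with compound 5 h at ambient temperature. Total fluorescence (555/632 nm) calculated as parallel + 2 × perpendicular.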
# RECQ1 inh – inhibitors of human RECQ1 DNA helicase; P46063; RECQ1 DNA unwinding, red fluorescence kinetic read; Potency, µM (series often up to 57.3 µM), for the others: top-dose activity, negative = inhibition, actives largely listed as inhibitors; hit rate 0.54% among 240,000; AID 2549;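 also: plate controls were vehicle for no effect and no enzyme for full effect; nearly all actives have a fitted effect of over 30% in size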
#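 50 nM RECQ1T1 preincubated 15 min with compound in Tris pH 8.0 buffer with MgCl2, DTT, Tween-20 and 2.5 ug/ml poly(dI-dC); started with 200 nM TAMRA/BHQ-2 forked duplex and 2 mM ATP. Unwinding read as fluorescence (525/598 nm), two reads 2 h apart.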
# KDM4E inh – JMJD2E (human) inhibition. Potency, µM (top dose mostly 57.1 µM), without a hit: at the highest dose activity change, negative = inhibition, hits mostly inhibitors. hit rate 1.6% among 230,000. JMJD2E catalytic domain, FDH-coupled NADH fluorescence (FDH is formaldehyde dehydrogenase); active = well fitted inhibition curve with a large enough effect, not every such curve was filed as active; inconclusive = small, poorly fitted or top-dose-only effect, or another doubt; inactive = no such curve, though single readings can be large or run the other way;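 also: 0% = wells with enzyme and -100% = buffer wells without enzyme; nearly all actives have a fitted effect of over 50% in size; many of its hits are not listed in these tables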
# Target sequence (B2RXH2 1-337 limits assumed): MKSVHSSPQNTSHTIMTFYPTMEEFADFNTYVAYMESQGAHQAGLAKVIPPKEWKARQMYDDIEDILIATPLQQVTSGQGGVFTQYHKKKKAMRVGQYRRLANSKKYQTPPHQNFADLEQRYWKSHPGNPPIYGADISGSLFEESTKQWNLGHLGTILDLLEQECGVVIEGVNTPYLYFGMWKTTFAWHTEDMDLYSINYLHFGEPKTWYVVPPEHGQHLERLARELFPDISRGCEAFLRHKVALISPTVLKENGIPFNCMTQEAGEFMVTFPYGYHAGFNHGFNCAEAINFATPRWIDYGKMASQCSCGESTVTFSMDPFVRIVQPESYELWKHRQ
# TRb SRC2 PPI – inhibitors of human thyroid hormone receptor beta-SRC2 interaction; AID 1469; P10828; hit rate 0.065% among 280,000; Potency, µM (top dose mostly 106 µM), without a hit: at the top dose activity change, negative = inhibition, most hits filed as inhibitors; TRbeta-SRC2 peptide binding, fluorescence polarization; receptor liganded with 1 µM T3;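 also: plate controls were bound peptide for no effect and peptide without receptor for full effect; nearly all actives have a fitted effect of over 50% in size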
#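 Compounds were added to 0.6 uM TRb ligand-binding domain and 20 nM Texas Red-labeled SRC2 peptide in Tris buffer containing 1 uM T3, incubated 5 hr at ambient temperature, then read by fluorescence polarization.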
# L3MBTL1 block – blocks human L3MBTL1 | Q9Y468 | AlphaScreen L3MBTL1–H3K9me1 peptide binding | Potency, µM (doses to about 57.1 µM), for the others: at the top dose activity, negative = inhibition, actives largely listed as inhibitors | hit rate 0.66% among 230,000 | AID 485360; also: nearly all actives have a fitted effect of over 60% in size
#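 AlphaScreen proximity signal between nickel-chelate acceptor and streptavidin donor beads (final 10 ug/mL) reports binding of 50 nM L3MBTL1 to 75 nM biotin-H3 K9me1 peptide; complex incubated with compounds 30 min at room temperature; cefsulodin titration as control.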
# GoLoco inh red – blocks human Gai1 binding to RGS12 GoLoco peptide, red readout; hit rate 0.44% among 230,000; P63096; Gai1:RGS12 GoLoco peptide FP, rhodamine, 10 min; Potency, µM (highest dose often 61.6 µM), without a hit: top-dose activity, negative = inhibition, actives largely listed as inhibitors; active = well fitted inhibition curve with a large enough effect, not every such curve was filed as active; inactive = no such curve, though single readings can be large or run the other way; also: nearly all actives have a fitted effect of over 30% in size; many of its hits are not listed in these tables
# Target sequence (P63096 whole entry, looked up): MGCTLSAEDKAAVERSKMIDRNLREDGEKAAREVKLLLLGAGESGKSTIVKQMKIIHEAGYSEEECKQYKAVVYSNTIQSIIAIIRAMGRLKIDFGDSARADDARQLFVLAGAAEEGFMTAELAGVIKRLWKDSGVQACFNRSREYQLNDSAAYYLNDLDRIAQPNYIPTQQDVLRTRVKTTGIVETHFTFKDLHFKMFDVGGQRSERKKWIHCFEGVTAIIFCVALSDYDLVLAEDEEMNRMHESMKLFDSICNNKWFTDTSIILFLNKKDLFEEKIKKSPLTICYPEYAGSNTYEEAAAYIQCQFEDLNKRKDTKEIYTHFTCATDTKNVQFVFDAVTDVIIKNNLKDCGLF
# * = called active by the depositor; i = inactive; ? = inconclusive; . = not tested or not shown; [ ] = dose if it differs, or a comment. Unless noted, calls follow the shape of the dose curve; as a rule, active = well fitted curve in the direction sought with a large enough effect; inconclusive = small, poorly fitted or top-dose-only effect, or another doubt; inactive = no such curve, though single readings can be large; an effect the other way counts as inactive or inconclusive. Unless noted, % is scaled to controls: 0 for no effect and ±100 for the full control effect; potency is read from the fitted curve at half-maximal effect. An excerpt; count on the stated rates, not on these rows.
SMILES,Tau fibril FP,Tau fibril ThT,TR SRC2 fluor cs,RECQ1 inh,KDM4E inh,TRb SRC2 PPI,L3MBTL1 block,GoLoco inh red
O=C1C(C=NCc2ccccn2)=C(O)c2ccccc21,0%,-14%,-1%,-6%,-2%,7%,?,10%
Cc1ccc(C)c(NC(=O)COC(=O)Cc2ccsc2)c1,-4%,-6%,-3%,-9%,-4%,13%,.,1%
C=CCSC1=C(C#N)C(c2ccccc2C)CC(=O)N1 (stereo not given),-6%,-6%,0%,-6%,0%,0%,.,-10%
COc1cccc(CSc2nc3ccccc3cc2C=O)c1,-5%,?,0%,-8%,-5%,-3%,9%,0%
Cc1ccc(NC(=O)C2CCC(CNS(=O)(=O)c3cccc4nsnc34)CC2)c(Cl)c1 (stereo not given),?,-4%,-1%,.,.,-7%,.,.
Cn1c(=N)n(CC(=O)c2ccccc2)c2ccccc21,-6%,-8%,-3%,-5%,-6%,8%,3%,-8%
Cc1nnc(SC(C)C(=O)Nc2nccs2)s1 (stereo not given),2%,-9%,-4%,0%,-7%,0%,.,-26%
O=[N+]([O-])c1ccc(Sc2ncccn2)c([N+](=O)[O-])c1,?,13µM*,0%,0%,-10%,-4%,-6%,2%
O=C1CC(c2ccccc2)CC(O)=C1C=Nc1cccc(Cl)c1 (stereo not given),3%,-17%,0%,-3%,?,6%,8%,4%
CN(C)CCNC(=O)/C(=C/c1ccc(-c2cccc(Cl)c2)o1)NC(=O)c1ccccc1,8%,-11%,-1%,-3%,-9%,2%,-5%,17%
Cc1ccc(Cc2c(C)nc3nc(SCC(=O)NCCCN4CCOCC4)nn3c2C)cc1,5%,1%,-1%,-2%,7%,11%,20%,7%
C/C(=N\NC(=O)c1ccccc1F)c1ccc(C#N)cc1,1%,-16%,-1%,-14%,-2%,-8%,-24%,-4%
CN(C)C(CNc1nnnn1-c1ccccc1)c1ccco1 (stereo not given),17%,-14%,4%,-2%,1%,-1%,-9%,11%
CCN(CC)CCNC(=O)CCc1nn(C)c(=O)c2ccccc12,-1%,10%,0%,-7%,-2%,9%,-13%,-9%
CCO[C@H]1OC(C(=O)NC2CC2)=C[C@@H](C2CC2)[C@@H]1CCCO,0%,8%,0%,-4%,-9%,-7%,10%,7%
CC(NC(=O)CSCc1ccc(Br)cc1)c1ccccc1 (stereo not given),8%,-11%,-3%,i,4%,-6%,20%,0%
Nc1n[nH]c(-c2ccccc2)c1-c1ccccc1,12%,-3%,1%,i,-15%,-8%,1%,0%
Cc1ccc(C)c(N(CC(=O)NC2CCCCC2)C(=O)CCC(=O)Nc2ccccn2)c1,-10%,-5%,4%,i,10%,-10%,.,10%
CCOc1ccc(/C=N/Nc2nncc(-c3ccccc3)n2)cc1OC,-4%,2.2µM*,-2%,-13%,-1%,4%,?,-2%
O=C1CC(N2CCN(c3ccc(F)cc3)CC2)C(=O)N1c1ccc2c(c1)OCO2 (stereo not given),6%,-4%,0%,14%,2%,4%,-6%,13%
Cn1cnnc1SCC(=O)NCCc1ccc(Cl)cc1Cl,0%,4%,-1%,-14%,7%,3%,-1%,-1%
CCN(CC)S(=O)(=O)c1ccc(Cl)c(C(=O)Oc2cccnc2)c1,11%,?,-5%,2%,7%,-2%,-3%,-1%
CCOC(=O)C(C(=O)OCC)N(C#N)c1nc(C)cc(C)n1,0%,-2%,-3%,-16%,-2%,5%,-1%,3%
COc1ccc(CCNC(=O)c2ccc3c(Cl)c4c(nc3c2)CCCC4)c(OC)c1,12%,?,3%,.,.,4%,.,.
NC(=S)NNC(=O)/C(=C/c1ccc(Br)cc1)NC(=O)c1ccccc1,-3%,-2%,-8%,-2%,-8%,-8%,-6%,2%
COc1cc(NC(=O)c2nccnc2C(=O)O)cc(OC)c1,7%,?,0%,-26%,-4%,5%,-7%,1%
COc1cccc(NC(=O)CSc2nc3cc(OC)c(OC)cc3c3nc(-c4ccccc4)nn23)c1,-8%,11%,0%,.,.,-3%,.,.
O=C(CSc1n[nH]c(=O)[nH]c1=O)c1ccc(Cl)cc1Cl,-2%,-4%,-1%,2%,9%,5%,10%,8%
CC(NS(=O)(=O)c1ccc(Cl)cc1)C(c1cccs1)N1CCN(C)CC1 (stereo not given),-12%,-3%,-1%,-6%,0%,-12%,-22%,3%
CN(C)c1cccc(C(=O)Nc2ccc(-c3nc4ccccc4s3)cc2)c1,-6%,?,-1%,.,.,-10%,.,.
CS(=O)(=O)N(CC(=O)Nc1ccc(S(=O)(=O)N2CCCC2)cc1)c1cccc(F)c1,?,3%,-4%,0%,5%,-5%,-2%,5%
CCOC(=O)c1cn(-c2c(C)n(C)n(-c3ccccc3)c2=O)c2c(F)c(F)c(F)cc2c1=O,2%,-4%,0%,-1%,0%,0%,7%,6%
C=CCn1c(SCC(=O)NCCCC(=O)OCC)nc2scc(-c3ccco3)c2c1=O,-1%,-6%,-1%,i,-18%,0%,-1%,0%
COc1cccc(OCc2nc3ccccc3n2CCOc2ccc(C)cc2)c1,-1%,?,4%,.,.,2%,.,.
Cc1ccc(C)c2[nH]c(=O)c(CCNC(=O)CC(C)C)cc12,-1%,-9%,2%,-6%,-2%,-10%,8%,-6%
COc1ccc(NC(=O)c2sc3nc(C)c(C(=O)Nc4ccc(C)cc4C)c(-c4ccc(C)o4)c3c2N)cc1,1%,?,1%,.,.,6%,.,.
Cc1ccc(C)c(Cn2c(=O)n(-c3ccccc3)c(=O)c3c4c(sc32)CCCC4)c1,0%,6%,?,.,.,-6%,.,.
Cc1c(-c2cc(C(=O)O)on2)cnn1C,8%,5%,2%,-3%,-2%,-6%,.,5%
COc1ccc(C(CC(=O)Nc2ccccn2)N2Cc3ccccc3C2=O)cc1OC (stereo not given),-4%,-1%,1%,.,.,2%,.,.
O=c1cc(Nc2ccc3c(c2)OCCO3)[nH]c(=O)n1Cc1ccc(F)cc1,4%,?,1%,1%,0%,11%,-6%,12%
COC(=O)CCN(C)CCC(=O)OC,0%,-2%,1%,-10%,3%,1%,15%,4%
CCc1ccc(NC(=O)Cn2ccn(Cc3ccccc3OC)c(=O)c2=O)cc1,0%,8%,-15%,.,.,-1%,.,.
COc1ccc(-n2ncc(C(=O)N3CCN(c4cc(C)ccc4C)CC3)c2C2CCN(C(=O)OC(C)(C)C)CC2)cc1,1%,-7%,0%,.,.,0%,.,.
COc1ccc(NC(=O)NC(C(F)(F)F)C(F)(F)F)cc1,3%,0%,3%,2%,-3%,-7%,.,11%
CN(C)c1ccc(CN(Cc2ccco2)C(=O)c2ccc(F)cc2)cc1,5%,?,5%,.,.,0%,.,.

# Entries of single compounds, looked up by structure:
# Shown for `NC(=S)NNC(=O)/C(=C/c1ccc(Br)cc1)NC(=O)c1ccccc1` → Tau fibril FP: -3%; Tau fibril ThT: -2%; TR SRC2 fluor cs: -8%; RECQ1 inh: -2%; KDM4E inh: -8%; TRb SRC2 PPI: -8%; L3MBTL1 block: -6%; GoLoco inh red: 2%
# Shown for `CCc1ccc(NC(=O)Cn2ccn(Cc3ccccc3OC)c(=O)c2=O)cc1` → Tau fibril FP: 0%; Tau fibril ThT: 8%; TR SRC2 fluor cs: -15%; RECQ1 inh: .; KDM4E inh: .; TRb SRC2 PPI: -1%; L3MBTL1 block: .; GoLoco inh red: .

# Continued:
SMILES,Tau fibril FP,Tau fibril ThT,TR SRC2 fluor cs,RECQ1 inh,KDM4E inh,TRb SRC2 PPI,L3MBTL1 block,GoLoco inh red
COc1ccc(S(=O)(=O)NNC(N)=S)cc1,-12%,0%,-4%,-1%,-11%,-3%,12%,5%
CCCCn1ccnc1C(=O)c1cccc(S(=O)(=O)N2CC(C)CC(C)C2)c1 (stereo not given),5%,-15%,3%,i,-4%,-16%,.,7%
Cc1nnsc1S(=O)(=O)Cc1ccccc1C(F)(F)F,2%,1%,-5%,-2%,-3%,0%,1%,6%
CCc1c(-c2ccccc2)nc(N)c(C#N)c1-c1cccs1,-7%,-12%,-1%,-2%,?,-12%,8%,8%
CCc1ccc(NC(=O)c2sc3nc(C)c(Cl)c(C)c3c2N)cc1,10%,?,5%,.,.,0%,.,.
Cc1ccc(C2SCC(C(=O)O)N2C(=O)c2ccc(F)cc2)cc1 (stereo not given),7%,-4%,-4%,i,-2%,-6%,7%,-16%
Cc1nc(-c2ccc(S(=O)(=O)Nc3ccc(Br)cc3Cl)s2)cs1,-3%[0.0958 µM],.,-1%,-16%,-8%,9%,.,-1%
Cc1nn2cnc3sc4c(c3c2nc1=O)CCCC4,5%,6%,-1%,2%,-10%,5%,-2%,3%
Cc1csc(NC(=O)C2CCCN2C(=O)Oc2ccccc2)n1 (stereo not given),6%,0%,-1%,-6%,-1%,-14%,13%[11.4 µM],-1%
O=C(COc1ccccc1)Nc1nc(-c2cccs2)cs1,?,?,2%,-13%,-5%,8%,2%,3%
O=C(c1ccco1)N1CCN(Cc2nc(Cc3ccccc3)no2)CC1,0%,1%,-8%,i,14%,-5%,54%[activator],3%
Cc1ccc(C(=O)N/N=C/c2sc(=O)n(Cc3cccc(C(=O)O)c3)c2Cl)cc1,-5%,-14%,0%,31%[activator],-11%,-6%,0%,15%
COc1ccccc1/C=C/C=N/NC(=O)c1ccco1,-4%,-9%,0%,i,?,-1%,-1%,10%
CCCNC(=O)c1ccccc1NC(=O)c1nsc2ccccc12,?,-2%,-2%,.,.,-3%,.,.
CCSC1=NCCN1C(=O)c1c(-c2ccccc2Cl)noc1C,-11%,-1%,-4%,i,-26%,0%,-6%,7%
CC1CCN(c2nc(/C=C/c3ccccc3)nc3ccccc23)CC1,-3%,-17%,0%,-13%,?,-14%,20%,-12%
CCOc1ccc(NC(C)=O)cc1,1%,-3%,3%[201 µM],12%,4%,-1%[201 µM],.,-3%
Cc1ccccc1C(=O)Nc1c2c(nc3ccccc13)CCCC2,2%,-10%,1%,-3%,6%,12%,5%,4%
OC(COc1ccc2ccccc2c1)Cn1cncn1 (stereo not given),-6%,1%,0%,1%,-3%,-15%,-10%,4%
